Bioassay records deposited in PubChem by National Center for Advancing Translational Sciences (NCATS).
TGFb SMAD3 inh – qHTS for Inhibitors of TGF-b. HepG2 CAGA-GFP TGF-b/SMAD3 reporter, GFP fluorescence, 18 h; TGF-beta stimulated, 500 pg/mL final. Potency, µM (series often up to 46.1 µM), inactives show top-dose activity, negative = inhibition, most hits filed as inhibitors. 1.2% of 410,000 active. AID 588855, 2011; further: potency means the concentration at half of the fitted maximal effect; on the % scale 0 is the no-effect control and ±100 the full control effect; nearly all actives have a fitted effect of over 65% in size
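Cell-based qHTS in HEPG2 carrying a CAGA-GFP Smad reporter; compounds added before 500 pg/mL final TGF-beta, 18 h incubation at 37 degrees C, GFP fluorescence quantified per cell by imaging cytometry.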
A549 tox – Nrf2 qHTS screen for inhibitors: counterscreen for cytotoxicity | Potency, µM (titrated, usually from 46 µM), without a hit: at the top dose activity change, negative = cytotoxicity, most hits filed as inhibitors | A549 ARE-Fluc cells, CellTiter-Fluor viability, 18-24 h | 0.16% of 390,000 active; further: potency means the concentration at half of the fitted maximal effect; on the % scale 0 is the no-effect control and ±100 the full control effect
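Cytotoxicity counterscreen: CellTiter-Fluor fluorescence was measured in A549 ARE_Fluc cells after 18-24 h of compound exposure in a concentration series. The subsequent BugLite luminescent read reports ARE-luciferase activity.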
Nrf2 activator – qHTS of Nrf2 Activators. 0.31% of 410,000 active. AREc32 ARE-luciferase reporter (MCF7-derived line), luminescence, 24 h. Potency, µM (highest dose often 46.1 µM), for the others: at the top dose activation, usual class: activators; further: potency means the concentration at half of the fitted maximal effect; % of control where 0% means no effect; nearly all actives have a fitted effect of over 65% in size
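Quantitative high-throughput format: AREc32 reporter cells, 1000 per well, received compound by pin transfer and were incubated 24 hr at 37 deg C, 5% CO2, before Steady-Glo luminescence detection.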
Akt phos inh – HTS Assay for Inhibitors of Akt Phophorylation: Primary Screen; Neuro2A IGF-stimulated pAkt S473 HTRF, 20 min; stronger effect = lower value; activity change, % for hits at 50 µM; 0.32% of 360,000 active; in the data active means activity change below about -80%; inconclusive means mostly about -51% to -80%; further: on the % scale 0 is the no-effect control and ±100 the full control effect
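Neuro2A cells (4,500/well, DMEM with 0.5% FBS) were treated with compound at a single 50 µM final concentration, stimulated with 6 nM IGF for 20 min at 37 °C, and lysed. Phospho-Akt Ser473 was read by HTRF as 665/615 ratio ×10^4.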
EPAC2 antagonist – qHTS for Antagonist of cAMP-regulated guanine nucleotide exchange factor 2 (EPAC2): primary screen; Rap guanine nucleotide exchange factor 4 (Homo sapiens), Q8WZA2; EPAC2 GEF exchange of Rap1B-BODIPY-GDP, fluorescence; Potency, µM (top dose mostly 114 µM), without a hit: at the highest dose activity, negative = inhibition, hits mostly inhibitors; 0.18% of 360,000 active; AID 720708, 2013; further: potency means the concentration at half of the fitted maximal effect; on the % scale 0 is the no-effect control and ±100 the full control effect; nearly all actives have a fitted effect of over 45% in size; many of its hits are not listed in these tables
Target sequence (Q8WZA2 whole entry, looked up): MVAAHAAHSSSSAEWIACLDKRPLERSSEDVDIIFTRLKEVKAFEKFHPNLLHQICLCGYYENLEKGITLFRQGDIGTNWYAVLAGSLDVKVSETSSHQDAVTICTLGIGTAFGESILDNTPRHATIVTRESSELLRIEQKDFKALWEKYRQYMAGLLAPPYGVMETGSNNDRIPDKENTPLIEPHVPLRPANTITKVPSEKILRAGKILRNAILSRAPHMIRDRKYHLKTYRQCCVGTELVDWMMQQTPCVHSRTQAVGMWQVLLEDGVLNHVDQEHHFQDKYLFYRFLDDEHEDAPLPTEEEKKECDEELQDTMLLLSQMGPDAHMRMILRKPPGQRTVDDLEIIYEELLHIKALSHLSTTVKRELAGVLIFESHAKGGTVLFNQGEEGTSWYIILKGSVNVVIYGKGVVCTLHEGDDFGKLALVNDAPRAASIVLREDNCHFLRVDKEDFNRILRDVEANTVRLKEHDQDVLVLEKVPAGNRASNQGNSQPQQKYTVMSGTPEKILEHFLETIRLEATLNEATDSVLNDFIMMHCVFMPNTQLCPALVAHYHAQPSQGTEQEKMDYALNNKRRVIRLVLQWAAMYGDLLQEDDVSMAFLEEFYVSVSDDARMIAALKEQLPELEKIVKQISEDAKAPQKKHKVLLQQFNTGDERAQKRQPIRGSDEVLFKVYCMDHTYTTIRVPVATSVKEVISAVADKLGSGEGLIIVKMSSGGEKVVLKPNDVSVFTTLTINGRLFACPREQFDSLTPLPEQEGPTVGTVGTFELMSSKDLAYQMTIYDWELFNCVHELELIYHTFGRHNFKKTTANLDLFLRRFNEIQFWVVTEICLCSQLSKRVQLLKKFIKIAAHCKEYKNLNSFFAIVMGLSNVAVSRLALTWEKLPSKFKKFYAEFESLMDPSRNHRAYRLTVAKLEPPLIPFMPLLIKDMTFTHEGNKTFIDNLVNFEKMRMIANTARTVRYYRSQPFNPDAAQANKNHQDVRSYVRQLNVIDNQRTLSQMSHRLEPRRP
MmCpn inh – Inhibitors of TCP-1 ring complex (TRiC) of Methanococcus maripaludis (MmCpn): qHTS; Chaperonin Mm-Cpn (Methanococcus maripaludis); purified Mm-Cpn ATPase, ADP Transcreener TR-FRET; Potency, µM (doses to about 76.9 µM), without a hit: at the highest dose activity, negative = inhibition, hits mostly inhibitors; 0.031% of 330,000 active; AID 504842, 2011; further: potency means the concentration at half of the fitted maximal effect; on the % scale 0 is the no-effect control and ±100 the full control effect; nearly all actives have a fitted effect of over 80% in size
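TR-FRET (320 nm excitation; 590 and 665 nm emission) reports ADP made from 10 uM ATP by 25 nM enzyme; compounds were preincubated 10 min, reaction run 30 min, both at 37°C.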
EPAC2 agonist – qHTS for Agonist of cAMP-regulated guanine nucleotide exchange factor 4 (EPAC2): primary screen; Rap guanine nucleotide exchange factor 4 (Homo sapiens), Q8WZA2; EPAC2 activation, biochemical qHTS; response scale: 100% = 6.5 mM cAMP response; Potency, µM (highest dose often 154 µM), for the others: at the highest dose activation, actives largely listed as activators; 0.079% of 360,000 active; AID 720711, 2013; further: potency means the concentration at half of the fitted maximal effect; nearly all actives have a fitted effect of over 50% in size
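Each well held 100 nM EPAC2, 250 nM RAP1B-BODIPY-GDP and 50 uM GDP. Fluorescence, read at 5-min intervals to 30 min, was referenced to a 6.5 mM cAMP positive control.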
Nrf2 inh – Nrf2 qHTS screen for inhibitors. A549 ARE-Fluc reporter, luciferase luminescence, 18-24 h. Potency, µM (highest dose often 46 µM), inactives show top-dose activity change, negative = inhibition, usual class: inhibitors. 2.1% of 360,000 active; further: potency means the concentration at half of the fitted maximal effect; on the % scale 0 is the no-effect control and ±100 the full control effect; nearly all actives have a fitted effect of over 60% in size
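Quantitative HTS in A549 cells stably bearing an antioxidant response element-firefly luciferase construct. Inhibition of Nrf2-driven transcription was scored by luminescence after 18-24 h of compound exposure at 37 °C.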
CCT modulator – High-Throughput Screening for Modulators of Cytosolic Chaperonin Activity; purified chaperonin ATPase assay, HTRF ADP detection, 30 min; activity change, % (concentration not given with the values), hits read low; 0.3% of 360,000 active; in the data active means activity change below about -30%; further: on the % scale 0 is the no-effect control and ±100 the full control effect
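First, chaperonin was dispensed at 40 nM or 20 nM final depending on batch activity. Next, compounds were pinned at 76 uM and ATP added at 10 uM. After 30 min at 37 °C, ADP detection reagents ran 30 min at ambient temperature.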
Numbers without * were called inactive; i = inactive; ? = inconclusive; . = no result given; & = joins results of further samples. Unless noted, the call rests on the fitted dose curve; in most records, active means well fitted curve in the direction sought with a large enough effect; inconclusive means small, poorly fitted or top-dose-only effect, or another doubt; inactive means no such curve, though single readings can be large; an effect the other way counts as inactive or inconclusive.

SMILES | TGFb SMAD3 inh | A549 tox | Nrf2 activator | Akt phos inh | EPAC2 antagonist | MmCpn inh | EPAC2 agonist | Nrf2 inh | CCT modulator
Cc1cccc(C)c1N=Cc1c(O)n(-c2nccs2)c(=O)c2ccccc12 | -5% | -17% | 2.6% | i | -4% | -6% | 3% | -23% | -1.6
O=C(COC(=O)c1cc(-c2cccs2)nc2ccccc12)c1ccc(F)cc1 | 20% | -1% | 5.9% | . | . | . | . | 11% | .
CC(C)Sc1nnc([C@@H]2CCCN2C(=O)OC(C)(C)C)o1 | 11% | 1% | 0.0% | i | 2% | -1% | 3% | ? | -3.3
CCc1nnc2c(NCc3cccc(OC)c3)nc3ccccc3n12 | 1% | 1% | 1.1% | . | . | . | . | 8% | .
CCOc1ccc(/C=N/NC(=O)c2csc(C)c2C)c(OCC)c1 | 4% | 4% | 0.7% | i | ? | -1% | -4% | -2% | -1.3
CC(=O)N1CCN(c2ccc(NC(=O)c3cccc(C)c3)cc2)CC1 | 18% | 1% | 2.9% | i | 0% | 0% | 3% | 3% | -0.5
CCc1noc(C)c1C(=O)N(C)CC(=O)Nc1ccc(Br)cc1C | 16% | 4% | -0.7% | i | -8% | 0% | -3% | -4% | 0.0
CCOC(=O)CSC1=C(C#N)C(c2ccccc2C)C2=C(CCCC2=O)N1 (centres undefined) | 1% | -1% | -0.9% | i | 2% | -2% | -1% | 6% | 0.1
COc1ccc(C)cc1S(=O)(=O)NC1CCCCCC1 | -46% | -1% | -0.3% | i | -28% | -2% | -3% | -1% | -2.9
Cc1ccc(C)c(S(=O)(=O)N2CCCOC2CNC(=O)C(=O)NCc2cccs2)c1 (centres undefined) | 0% | -1% | -0.6% | i | 4% | 1% | -2% | 4% | -1.3
O=C(Cn1cnc2c(oc3ccccc32)c1=O)N1CCN(c2ccccc2)CC1 | 3% | 9% | 0.3% | i | 2% | . | 6% | 20% | -4.3
Cc1cc(C(=O)N2CCN(S(=O)(=O)c3ccc(F)c(Cl)c3)CC2)c(C)o1 | 3% | 0% | 1.3% | i | -18% | ? | -6% | 5% | -3.4
CCN(CC)C(=O)c1cccc(-c2csc(C(C)(NC(C)=O)c3ccc(OC)cc3)n2)c1 (centres undefined) | -5% | . | 0.3% | i | -12% | . | 6% | . | 0.7
CCc1nnc(NC(=O)c2ccc(F)c(S(=O)(=O)N3CCCCC3)c2)s1 | 3% | 4% | 2.0% | i | 15% | -2% | 2% | ? | -2.5
N#Cc1c(N2CCCC2)ccc(Br)c1Cl | 0% | 5% | 3.7% | i | ? | 0% | -1% | 8% | 0.9
COc1ccc(/C=C2/S/C(=N/S(=O)(=O)Cc3ccccc3)NC2=O)cc1OC | -1% | 7% | -0.5% | i | -14% | 1% | 1% | ? | 0.5
CC(C)Cc1nc2sc3c(c2c(=O)n1N)CC(C(C)C)OC3 (centres undefined) | 15% | -4% | -0.6% | i | -5% | -6% | -10% | -2% | -2.1
Cc1nn2c3ccccc3n(Cc3ccccc3)c2nc1=O | -4% | -11% | -0.5% | i | 4% | -1% | -6% | -17% | -0.7
CC1CCN(S(=O)(=O)c2ccc3nc(NCc4ccccc4)ccc3c2)CC1 | ? | -15% | -0.1% | . | . | . | . | 16µM* | .
Cc1ccc2cccc(S(=O)(=O)N3CCN(c4cccc(Cl)c4)CC3)c2n1 | -16% | 1% | -0.4% | i | -14% | -1% | 18% | -14% | 0.5
CC(C)CCN(CC(=O)NC(C)(C)C)C(=O)C(=O)Nc1ccc2c(c1)OCCO2 | 12% | -8% | -0.3% | i | 3% | -5% | -2% | -4% | 0.0
Cn1cc(S(=O)(=O)c2ccccc2)c(=O)c2cc(F)c(N3CCCCCC3)cc21 | ? | -1% | 0.1% | . | . | . | . | ? | .
Nc1ncnc2nc(SCCOc3ccc(Cl)cc3)[nH]c12 | 1% | 13% | 0.2% | i | 12% | 1% | 1% | -21% | -0.9
CN(C)C(=O)CCc1ccc2c3c([nH]c2c1)[C@]1(C)[C@@H](C(=O)N2CCOCC2)C[C@H](CC(=O)NCCc2ccccn2)C(=O)N1CC3 | 10% | -3% | 0.1% | i | -1% | 0% | 5% | 17% | 0.8
O=C(N/N=C/c1cccc2cccnc12)c1ccccc1O | ? | 1% | 9.8% | i | -14% | 0% | 6% | 1% | -2.8
COc1ccc(NC(=O)Cc2c[nH]c3ccccc23)cc1S(=O)(=O)N1CCCCC1 | ? | -2% | 0.6% | i | -1% | 3% | 4% | -13% | -1.5
O=C(Cn1cc(C(F)(F)F)ccc1=O)N/N=C/c1cccc(Cl)c1Cl | -3% | -4% | 3.0% | i | 6% | -5% | 4% | 2% | -1.2
CCCCC(C(=O)NC1CCCC1)N(Cc1ccco1)C(=O)Cn1nnc(-c2ccc(F)cc2)n1 (centres undefined) | ? | -7% | 2.6% | i | -11% | 2% | -16% | ? | -11
CC(=O)N(c1ccc(Cl)cc1)c1nc(C)cc(C)c1C#N | 0% | 0% | 11% | i | -5% | 1% | -2% | -7% | 0.2
Cc1nc2ncnn2c(C)c1CCC(=O)O | -5% | -5% | -0.7% | i | 9% | 0% | 1% | 16% | -0.9
CCOc1ccccc1NC(=O)CN1CCC(NC(=O)c2ccccc2C)CC1 | 2% | -6% | 0.3% | i | -4% | ? | 0% | -15% | 0.3
COCCNc1nc(NCc2ccccc2OC)c2sccc2n1 | 1% | . | 0.3% | i | 1% | . | 14% | . | -0.2
Cc1ccc(S(=O)(=O)NCC(=O)N(CC(=O)NC(C)(C)C)Cc2ccc3c(c2)OCO3)cc1 | -16% | -5% | -0.5% | i | -3% | 3% | -2% | 11% | -1.5
COc1ccc(C2CC(c3cccc(Br)c3)=NN2c2ccc(S(N)(=O)=O)cc2)cc1 (centres undefined) | ? | 5% | -2.6% | i | 14% | ? | 13% | ? | -1.6
Cc1ccc(C(C[N+](=O)[O-])c2c(C)[nH]n(-c3ccccc3)c2=O)cc1 (centres undefined) | ? | -5% | ? | i | 9% | -7% | 7% | 1% | -8.6
COc1ccc(CNC(=O)c2cnc3ccc(C)cn3c2=O)cc1 | 7% | -4% | 0.1% | . | . | . | . | -5% | .
Cc1cc(NS(=O)(=O)c2ccc(NC(=O)COc3c(C)cc(Br)cc3C)cc2)no1 | -6%&-24% | -6%&1% | -0.3%&4.6% | i | 18µM* | 2% | -8% | -18%&-4% | 1.0
CC(C)(C)c1cc(NC(=O)c2cccc(S(=O)(=O)N3CCOCC3)c2)no1 | 7% | 5% | -0.5% | i | -3% | 3% | 2% | 1% | -1.2
C[C@H](CO)N1C[C@H](C)[C@H](CN(C)C(=O)c2ccncc2)OCc2ccccc2-c2c(n(C)c3ccccc23)C1=O | -4% | . | -1.4% | i | 2% | . | 13% | . | -3.0
CN(C)C(=O)COn1c(SCC(=O)N(C)C)nc2ccccc2c1=O | 0% | -7% | 0.4% | i | 7% | -1% | 4% | 1% | 0.2
O=C(Nc1cccc2ncccc12)c1ccco1 | 19% | -12% | 0.5% | i | 1% | -1% | 10% | 19% | 1.1
COc1cccc(N(CC(=O)NCc2ccco2)C(=O)CCC(=O)Nc2nccs2)c1 | -4% | 2% | -0.5% | i | 2% | 1% | 7% | -9% | -3.0
CC(C#N)On1c(SC(C)C#N)nc2ccccc2c1=O (centres undefined) | -1% | 0% | -0.1% | i | -2% | 3% | 6% | -9% | -12
CNC(=O)c1ccc(=O)n(Cc2cccc(C(F)(F)F)c2)c1 | 3% | -2% | -0.8% | i | 0% | 1% | 7% | ? | 0.6
O=C(CN(Cc1ccc(Cl)c(Cl)c1)S(=O)(=O)c1ccccc1)N/N=C\c1ccc2c(c1)OCO2 | ? | ? | 3.0% | i | 0% | 1% | -7% | . | 1.1
O=C(Cn1c(SCCOc2ccccc2Cl)nc2ccccc21)N1CCCCC1 | -28% | -13% | 6.5% | . | . | . | . | ? | .
Cc1c(C)c2cc(Cl)c(O)c(CN3CCCCC3)c2oc1=O | 13% | -4% | -0.1% | i | -3% | -10% | -1% | 3% | -1.2
O=C1CN(C(=O)COC(=O)C23CC4CC(CC(O)(C4)C2)C3)c2ccccc2N1 | -5% | 3% | -0.2% | i | 3% | -3% | 5% | 22% | 1.1
Cc1ccc(S(=O)(=O)N2CCC(C(=O)OCC(=O)N3CCC(C)CC3)CC2)cc1C | 0% | -9% | 0.1% | i | 8% | -4% | -1% | 8% | -2.0
CCc1nnc(NC(=O)Cc2c[nH]c3ccccc23)s1 | 9% | -1% | 4.5% | i | 8% | 1% | 5% | -11% | -1.3

Sorted by heavy-atom count (lowest first): part of the list above
SMILES | TGFb SMAD3 inh | A549 tox | Nrf2 activator | Akt phos inh | EPAC2 antagonist | MmCpn inh | EPAC2 agonist | Nrf2 inh | CCT modulator
CCc1nnc(NC(=O)Cc2c[nH]c3ccccc23)s1 | 9% | -1% | 4.5% | i | 8% | 1% | 5% | -11% | -1.3
CC(C#N)On1c(SC(C)C#N)nc2ccccc2c1=O (centres undefined) | -1% | 0% | -0.1% | i | -2% | 3% | 6% | -9% | -12
COc1cccc(N(CC(=O)NCc2ccco2)C(=O)CCC(=O)Nc2nccs2)c1 | -4% | 2% | -0.5% | i | 2% | 1% | 7% | -9% | -3.0

Only part of the results is shown, so the mix of outcomes need not match the whole.
